RECQ1 inh: inhibitors of human RECQ1 DNA helicase | P46063 | actives 0.54% (n = 240,000) | AID 2549 | Potency, µM (top dose mostly 57.3 µM), without a hit: at the highest dose activity, negative = inhibition, hits mostly inhibitors | RECQ1 DNA unwinding, red fluorescence kinetic read;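 further: plate controls were vehicle for no effect and no enzyme for full effect; nearly all actives have a fitted effect of over 30% in size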
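RECQ1T1 50 nM; forked duplex (20 bp + 30-nt ss tails) 200 nM, ATP 2 mM final; pH 8.0, 2 mM MgCl2, 2.5 ug/ml poly(dI-dC); 15 min compound preincubation; discontinuous kinetic read over 2 h at RT.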
Luc counter: counter-screen: inhibitors of Kinase-Glo firefly luciferase; Q27757; Kinase-Glo luciferase, ATP luminescence, 8 min; Potency, µM (highest dose often 38.3 µM), for the others: at the highest dose activity change, negative = inhibition, most hits filed as inhibitors; actives 0.28% (n = 200,000); AID 1379; further: on the % scale 0 is the no-effect control and ±100 the full control effect; nearly all actives have a fitted effect of over 60% in size
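Inhibition of Kinase-Glo luciferase light generation was assessed at 10 uM ATP in pH 7.2 imidazole buffer, with luminescence measured after eight minutes at ambient temperature.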
SMN2 splice enh: enhancers of SMN2 splice variant expression. Potency, µM (series often up to 46.1 µM), inactives show top-dose activity change, positive = activation, usual class: activators. actives 2.8% (n = 210,000). HEK293 SMN2-luciferase splicing reporter, luminescence, 30-36 h; further: % of control where 0% means no effect; nearly all actives have a fitted effect of over 55% in size
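qHTS luciferase splicing reporter: luminescence rises when SMN2 exon 7 is included in transfected HEK293 cells. Compound exposure lasted 30-36 h at 37C, with 4.5 mM final sodium butyrate as control, followed by a ONE-Glo read.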
L3MBTL1 inh: L3MBTL1 (human) inhibition; actives 0.66% (n = 230,000); AlphaScreen L3MBTL1–H3K9me1 peptide binding; Potency, µM (series often up to 57.1 µM), for the others: top-dose activity, negative = inhibition, actives largely listed as inhibitors; Q9Y468; further: on the % scale 0 is the no-effect control and ±100 the full control effect; nearly all actives have a fitted effect of over 60% in size
Target sequence (Q9Y468 whole entry, looked up): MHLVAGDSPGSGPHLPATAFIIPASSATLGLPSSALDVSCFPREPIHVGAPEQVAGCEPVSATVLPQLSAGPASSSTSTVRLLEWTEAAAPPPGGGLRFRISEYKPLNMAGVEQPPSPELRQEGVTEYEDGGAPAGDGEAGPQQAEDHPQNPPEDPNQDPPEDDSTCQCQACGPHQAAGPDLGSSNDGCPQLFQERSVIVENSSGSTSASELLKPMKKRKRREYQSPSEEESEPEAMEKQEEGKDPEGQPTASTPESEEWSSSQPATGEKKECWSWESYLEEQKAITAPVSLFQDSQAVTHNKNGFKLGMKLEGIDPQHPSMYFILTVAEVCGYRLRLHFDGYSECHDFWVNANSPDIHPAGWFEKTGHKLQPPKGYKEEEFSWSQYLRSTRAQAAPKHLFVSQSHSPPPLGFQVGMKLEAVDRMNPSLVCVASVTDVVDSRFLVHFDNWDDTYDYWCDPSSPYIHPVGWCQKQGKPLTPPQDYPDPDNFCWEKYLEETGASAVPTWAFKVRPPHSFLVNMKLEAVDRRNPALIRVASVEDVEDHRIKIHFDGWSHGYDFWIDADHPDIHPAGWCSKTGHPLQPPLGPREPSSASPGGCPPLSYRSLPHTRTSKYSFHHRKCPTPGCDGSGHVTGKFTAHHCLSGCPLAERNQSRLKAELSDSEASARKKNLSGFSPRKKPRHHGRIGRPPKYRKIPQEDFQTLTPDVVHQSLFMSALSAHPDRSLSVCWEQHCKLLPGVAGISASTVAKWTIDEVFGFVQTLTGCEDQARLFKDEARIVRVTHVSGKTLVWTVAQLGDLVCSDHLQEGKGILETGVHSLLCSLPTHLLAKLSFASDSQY
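Displacement of a biotinylated histone H3(1-15) peptide monomethylated at Lys9 (75 nM) from L3MBTL1 (50 nM) was measured by AlphaScreen after a 30 min room-temperature compound incubation; cefsulodin titration served as intraplate control.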
JMJD2E inh: inhibitors of human JMJD2E histone demethylase; B2RXH2; JMJD2E catalytic domain, FDH-coupled NADH fluorescence (FDH is formaldehyde dehydrogenase); Potency, µM (highest dose often 57.1 µM), without a hit: top-dose activity change, negative = inhibition, hits mostly inhibitors; actives 1.6% (n = 230,000); AID 2147; active means well fitted inhibition curve with a large enough effect, not every such curve was filed as active; inconclusive means small, poorly fitted or top-dose-only effect, or another doubt; inactive means no such curve, though single readings can be large or run the other way;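 further: 0% = wells with enzyme and -100% = buffer wells without enzyme; nearly all actives have a fitted effect of over 50% in size; many of its hits are not listed in these tables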
Lamin A splicing: changes lamin A minigene splicing in HeLa cells; HeLa LMNA splicing GFP/RFP minigene ratio, 48 h; AID 1487; Potency, µM (highest dose often 46.1 µM), for inactives: at the highest dose ratio change, negative = inhibition, usual class: inhibitors; actives 0.01% (n = 200,000); active means well fitted inhibition curve with a large enough effect in the signal ratio, with a control signal flat, not every such curve was filed as active; inconclusive means small, poorly fitted or top-dose-only effect, or effect the other way, or a change in a side signal; the % refers to the signal ratio; further: on the % scale 0 is the no-effect control and ±100 the full control effect
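S3 HeLa stable clones carrying a lamin A-EGFP splicing minigene plus DsRed2 were seeded at 600 cells/well in Opti-MEM with 2% FBS, pin-dosed and incubated 48 h at 37°C. Acumen cytometry (488 nm) gave the GFP/RFP total-intensity ratio.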
ALDH1A1 inh: ALDH1A1 (human) enzyme inhibition | Purified ALDH1A1, NADH fluorescence, propionaldehyde substrate | Potency, µM (top dose mostly 75.3 µM), for inactives: at the highest dose activity, negative = inhibition, most hits filed as inhibitors | actives 7.3% (n = 220,000); active means well fitted inhibition curve with a large enough effect, not every such curve was filed as active; inconclusive means small, poorly fitted or top-dose-only effect, or another doubt; inactive means no such curve, though single readings can be large or run the other way;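 further: plate controls were no enzyme wells and a reference inhibitor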
Tau fibril ThT: inhibitors of human tau fibril formation, thioflavin T binding; recombinant tau K18 P301L (four-repeat tau fragment), heparin-induced fibrillization, ThT fluorescence; actives 2.1% (n = 270,000); Potency, µM (titrated, usually from 57.4 µM), for the others: top-dose activity, negative = inhibition, actives largely listed as inhibitors; P10636; AID 1460; further: on the % scale 0 is the no-effect control and ±100 the full control effect; nearly all actives have a fitted effect of over 55% in size
Target sequence (P10636 561-689 P618L limits assumed): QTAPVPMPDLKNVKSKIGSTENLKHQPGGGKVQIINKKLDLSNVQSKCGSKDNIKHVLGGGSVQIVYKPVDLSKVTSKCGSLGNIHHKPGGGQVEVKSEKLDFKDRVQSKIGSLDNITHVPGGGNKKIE
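Recombinant human tau K18 fragment […] carrying P301L, 15 uM unlabeled plus 0.24 uM Alexa 594-labeled, was fibrillized with 20 uM heparin in 100 mM sodium acetate pH 7 for 6 hr at 37 C; 30 uM ThT fluorescence read after 1 hr.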
The depositor's hits bear a star; i = inactive; ? = inconclusive; · = no result given; [ ] = another dose, or the depositor's remark. Unless noted, the call rests on the fitted dose curve; in most records, active means well fitted curve in the direction sought with a large enough effect; inconclusive means small, poorly fitted or top-dose-only effect, or another doubt; inactive means no such curve, though single readings can be large; an effect the other way counts as inactive or inconclusive. Potency means the concentration at half of the fitted maximal effect. An excerpt; rates above refer to the full screens.

SMILES	RECQ1 inh	Luc counter	SMN2 splice enh	L3MBTL1 inh	JMJD2E inh	Lamin A splicing	ALDH1A1 inh	Tau fibril ThT
CCN(CC)S(=O)(=O)c1ccc(NN)nc1	i	-1%	8%	-24%	?	?	-7%	?
CN(Cc1nc(-c2ccncc2)no1)S(=O)(=O)c1ccc(Br)cc1	13%	6%	-38%[inhibitor]	-2%	6%	?	0%	-15%
CCN(CC)C(=O)C1CCCN(Cc2ccc(OC)c(C)c2C)C1 (stereo not given)	-4%	0%	-1%	-10%	?	11%	-6%	3%
Cc1cc(C)c(S(=O)(=O)c2ccccc2)c(OC(=O)c2c(Cl)cc(Cl)cc2Cl)n1	i	2%	6%	-9%	-4%	?	2%	?
CNCc1ccccc1OCc1ccccc1F	-2%	0%	-17%	2%	-2%	-9%[46 µM]	9%	0%
CCOC(=O)N1CCC(N2C(=O)c3cc(C(=O)NC4CCCCC4)ccc3C2O)CC1 (stereo not given)	-6%	6%	-19%	3%	-4%	-6%	?	-4%
Cc1ccc(-n2ncc3c(=O)n(CC(=O)NCC4CCCO4)cnc32)cc1 (stereo not given)	9%	-10%	-17%	6%	?	13%	?	-2%
CCN(CC)C(=O)Oc1ccc(OC(=O)N(CC)CC)cc1	25%	1%	21%	-13%	3%	·	-3%	16%
C/C(Cn1nnc2ccccc21)=N/OC(=O)c1c(F)cccc1F	9%	-3%	-2%	·	1%	·	8%	-11%
O=C(Nc1nc(-c2ccc(-c3ccccc3)cc2)cs1)c1cnccn1	i	-1%	-29%	7%	3%	?	3%	-14%
C/C(CC1CC(COCCC(C)C)OC1=O)=N\NC(N)=S (stereo not given)	-7%	0%	11%	1%	5%	-6%[0.0737 µM]	-6%	-1%
Cc1cccc(CC2CC(=O)N(C3CCCCC3)C2=O)c1 (stereo not given)	-12%	1%	-8%	9%	-7%	11%	?	1%
COc1ccc(S(=O)(=O)Nc2ccc(S(=O)(=O)N3CCCC3)cc2)cc1	-9%	8%	-18%	·	-8%	-4%	0.089µM*	1%
O=[N+]([O-])c1ccc(NCCNS(=O)(=O)c2ccccc2)cc1	i	4%	·	-2%	6%	-4%[46 µM]	?	-15%
NC(=O)NC(CC(=O)NCCc1ccc(S(N)(=O)=O)cc1)c1ccc(Cl)cc1 (stereo not given)	10%	·	·	10%	9%	·	·	-1%
CC(c1ccccc1)C1OCC(C[N+]2(C)CCCCC2)O1 (stereo not given)	i	-2%	-3%	·	-6%	·	-3%	-11%
O=[N+]([O-])c1ccccc1-c1cc(-c2ccccc2O)n[nH]1	-1%	-4%	3.5µM*	-18%	-2%	-28%	?	16%
O=c1cc(-c2ccccc2)nc2nc(COc3ccccc3)[nH]n12	-4%	0%	4%	9%	-6%	-11%	6%	3%
O=C(NCc1ccccc1)c1n[nH]nc1-c1ccccc1O	-7%	-3%	2%	-1%	-11%	9%	10%	1%
COC1=C(Nc2ccccc2)C(=O)c2ccccc2C1=O	-2%	-24%	-64%[inhibitor]	32µM*	4%	?	2.2µM*	7.1µM*
NC(=S)c1ccc[n+]([C@@H]2O[C@@H](COP(=O)([O-])OP(=O)(O)OC[C@H]3O[C@@H](n4cnc5c(N)ncnc54)[C@H](OP(=O)(O)O)[C@H]3O)C(O)C2O)c1 (stereo not given in full)	5%	-25%	?	·	?	?	28µM*	8%
CCCn1c(C)nc2c(N3CCC(N4CCN(C)CC4)CC3)nc(C)nc21	-8%	0%	10%	·	8%	·	5%	-1%
COC(=O)C1=C(C)NC(C)=C(C(=O)OC)C1C(=O)OC1CCCCC1=O (stereo not given)	-11%	-1%	6%	2%	?	-7%	-9%	1%
CCCC12CN3CC(C)(CN(C1)C3c1ccc3c(c1)OCO3)C2=O (stereo not given)	-15%	1%	1%	·	-2%	-9%	2µM*	0%
Cc1ccc(S(=O)(=O)Nc2cc(C(=O)O)ccc2N2CCCCC2)cc1	-5%	1%	28%	-14%	0%	21%	-3%	-5%
NCCc1nnc(SCC(N)=O)o1	5%	-4%	-9%	0%	-1%	-2%	-5%	-7%
Cc1c(C(C)C)c(=O)n(-c2ccc(S(=O)(=O)NCc3ccccc3)cc2)n1C	3%	·	·	·	8%	·	6%	-3%
O=Nc1c2nc3ccccc3n(O)c-2c2ccccc12	-8%	-13%	0%	-3%	-6%	?	?	?
CCNc1nc(NCC)n2c(SCC(=O)c3ccc(C(C)C)cc3)nnc2n1	0%	2%	-33%[inhibitor]	10%	0%	1%	-2%	-2%
Cc1ccsc1C(=O)N(c1nc2ccccc2s1)c1c(C)cccc1C	i	-2%	-28%	-2%	?	?	?	-9%
Cc1ccc(S(=O)(=O)Cc2ccc(C(=O)N3CCN(c4ccccn4)CC3)o2)cc1	-9%	-1%	6%	·	2%	-3%	1%	-24%
CC1Cc2ccccc2N1C(=O)c1ccc2snnc2c1 (stereo not given)	-5%	-3%	-8%	7%	2%	-3%	-6%	-3%
CCn1c(SCC(=O)N/N=C/c2cc(OC)c(OC)c(OC)c2)nc2ccccc21	1%	-4%	-24%	-2%	6%	?	25µM*	-15%
Cc1cccc(OCc2nnc(SCC(=O)N3c4ccccc4Sc4ccc(Cl)cc43)o2)c1	5%	1%	-31%[inhibitor]	3%	6%	?	?	-5%
Cc1cccc(C(C)C)c1NC(=O)CSc1nncn1C	7%	-1%	6%	·	1%	2%	11%	-5%
Cc1onc(-c2c(F)cccc2Cl)c1C(=O)c1ccccc1O	-5%	·	·	-3%	5%	?	-4%	-3%
CCc1cccc(CC)c1-n1c(SCc2cc(=O)n3ccsc3n2)nnc1-c1cccnc1	i	-5%	11%	0%	2%	-13%	-10%	0%
CCOc1cc(NC(=O)c2ccco2)c(OCC)cc1NC(=O)CCc1ccccc1OC	-8%	2%	-7%	-11%	?	-12%	-13%	-15%
CC1CCCC(C)N1C(=O)Cn1c(SCC(=O)Nc2ccc3c(c2)OCO3)nc2ccccc21 (stereo not given)	-10%	1%	14%	-2%	13%	?	5µM*	-15%
CCOC(=O)N1CCN(C(=O)CN(C2CCCCC2)S(=O)(=O)c2ccc(Cl)cc2)CC1	-8%	-1%	-5%	·	1%	2%	-2%	-11%

A second format for part of the listing above:
Each structure is followed by: RECQ1 inh | Luc counter | SMN2 splice enh | L3MBTL1 inh | JMJD2E inh | Lamin A splicing | ALDH1A1 inh | Tau fibril ThT
- CC1Cc2ccccc2N1C(=O)c1ccc2snnc2c1 (stereo not given)
→ -5% | -3% | -8% | 7% | 2% | -3% | -6% | -3%
- CCn1c(SCC(=O)N/N=C/c2cc(OC)c(OC)c(OC)c2)nc2ccccc21
→ 1% | -4% | -24% | -2% | 6% | ? | 25µM* | -15%
- Cc1cccc(OCc2nnc(SCC(=O)N3c4ccccc4Sc4ccc(Cl)cc43)o2)c1
→ 5% | 1% | -31%[inhibitor] | 3% | 6% | ? | ? | -5%
- Cc1cccc(C(C)C)c1NC(=O)CSc1nncn1C
→ 7% | -1% | 6% | · | 1% | 2% | 11% | -5%
- Cc1onc(-c2c(F)cccc2Cl)c1C(=O)c1ccccc1O
→ -5% | · | · | -3% | 5% | ? | -4% | -3%
- CCc1cccc(CC)c1-n1c(SCc2cc(=O)n3ccsc3n2)nnc1-c1cccnc1
→ i | -5% | 11% | 0% | 2% | -13% | -10% | 0%
- CCOc1cc(NC(=O)c2ccco2)c(OCC)cc1NC(=O)CCc1ccccc1OC
→ -8% | 2% | -7% | -11% | ? | -12% | -13% | -15%
- CC1CCCC(C)N1C(=O)Cn1c(SCC(=O)Nc2ccc3c(c2)OCO3)nc2ccccc21 (stereo not given)
→ -10% | 1% | 14% | -2% | 13% | ? | 5µM* | -15%
- CCOC(=O)N1CCN(C(=O)CN(C2CCCCC2)S(=O)(=O)c2ccc(Cl)cc2)CC1
→ -8% | -1% | -5% | · | 1% | 2% | -2% | -11%

Remaining list, next part:
SMILES	RECQ1 inh	Luc counter	SMN2 splice enh	L3MBTL1 inh	JMJD2E inh	Lamin A splicing	ALDH1A1 inh	Tau fibril ThT
O=C(NCC1CCCO1)c1ccc2c(=O)n(CC3CCCO3)c(SCC(=O)N3CCCC3)nc2c1 (stereo not given)	-7%	2%	-35%[inhibitor]	·	?	?	?	1%
O=C(c1ccc2c(c1)OCO2)N(CC1CCCO1)C1(C(=O)NC2CCCCC2)CCCCC1 (stereo not given)	i	-1%	-5%	·	0%	10%	3%	-16%
C=CCn1c(-c2ccncc2)n[nH]c1=S	-2%	0%	·	-1%	4%	12%[46 µM]	-1%	-2%
CN(C)C(=O)N1CCN(C(=O)N(C)C)CC1	16%	7%	-21%	-3%	3%	8%	-12%	10%
CCOc1ccc(C(=O)Nc2cccc(-c3cc4ccccc4oc3=O)c2)cc1[N+](=O)[O-]	25µM*	1%	-37%[inhibitor]	6%	?	-4%	5%	-10%
O=C(CN1CCOCC1)NCCNC(=O)CN1CCOCC1	i	1%	13µM*	-7%	-5%	10%	9%	-1%
COC(=O)C1=C(C)NC(C)=C(C(=O)OC)C1c1cc2ccc(C)cc2[nH]c1=O	-15%	1%	25%	-3%	?	-19%	?	-3%
CCc1nn(C)c(N)c1C	-5%	-3%	·	-9%	-30%	·	4%	-5%
O=C1CCN(C(=O)Nc2ccccc2)N1	-6%	-2%	-5%	2%	13%	14%	?	?
Nc1nc2c(cnn2CCc2ccccc2)c2nc(-c3ccco3)nn12	-7%	-13%	?	·	?	·	?	-5%
CCOC(=O)c1ccc(NC(=O)CSc2nnc(C)n2-c2ccccc2)cc1	3%	-1%	-16%	5%	2%	8%	-2%	-4%
Nc1nnn(CC(=O)N/N=C/c2ccco2)n1	i	·	·	8%	3%	·	15%	-14%
S=c1[nH]nc(-c2ccccc2Cl)n1CC1CCCO1 (stereo not given)	8%	3%	·	47%[activator][11.4 µM]	0%	4%	14µM*	11%
CCOc1ccc(NC(=O)CCN2CCN(c3ccccc3)CC2)cc1	-4%	0%	-11%	-13%	3%	-11%	6%	?
N#Cc1cc(-c2ccccc2)oc1/N=C/c1ccccc1O	-6%	2%	-10%	?	-10%	-4%	?	?

Compound activity as filed in PubChem BioAssay.
